Tb PYK inh: inhibitors of Trypanosoma brucei pyruvate kinase | Potency, µM (titrated, usually from 76.8 µM), for the others: at the top dose activity, negative = inhibition, usual class: inhibitors | TbPYK enzyme, Kinase-Glo Plus ATP luminescence, 45 min | 410,000 compounds, 0.12% hits | Q57TT1; active means well fitted inhibition curve with a large enough effect; further: nearly all actives have a fitted effect of over 50% in size
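Luminescence from Kinase-Glo Plus, added after a 45-minute room-temperature reaction, served as the end-point read-out. The enzyme and substrate were preincubated with compound before ADP (130 uM final) initiated turnover. Concentration-effect curves came from normalized qHTS data.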
Numbers without * were called inactive; [ ] = remark or other dose. On the % scale 0 is the no-effect control and ±100 the full control effect; potency means the concentration at half of the fitted maximal effect.

compound	Tb PYK inh
COc1ccc(CCN2C(=O)c3[nH]nc(-c4ccccc4O)c3C2c2cccc(OC)c2)cc1 (stereo not given)	3.9%
O=C(Oc1ccccc1)N1CCC[C@@]2(CCN(C(c3ccccc3)c3ccccc3)C2)C1	-9.5%
COc1ccccc1-c1nc2c(c(SCC(=O)Nc3c(C)cc(C)cc3C)n1)Cc1c(CO)cnc(C)c1O2	-3.4%
CCOc1ccc(C(=O)NCC(c2ccc(Cl)cc2)N2CCCCC2)cc1 (stereo not given)	-7.1%
O=C(Nc1nnc(SCc2cc(=O)n3cc(Cl)ccc3n2)s1)c1cccc(F)c1	-1.4%
COc1ccccc1-c1nnc(C2CCN(C(=O)c3ccccc3C)CC2)o1	-12.7%
CCC1CN(C(=O)N2CCC(C(=O)NCc3ccccc3F)CC2)c2ccccc2O1 (stereo not given)	1.2%
O=C(Oc1ccccc1)N1CCC2(CCCN(c3ccncc3)C2)CC1	-0.7%
COc1ccc(CNC(=O)C2CCN(S(=O)(=O)c3ccc4c(c3)CCCN4C(C)=O)CC2)cc1	-3.3%
Cc1oc(-c2ccc(Cl)cc2)nc1CN1CCCC(C(=O)NCc2ccccc2)C1 (stereo not given)	-3.0%
CCCCN(CCCNC(=O)c1c(C)oc2nc[nH]c(=O)c12)Cc1ccccc1	0.3%
CC1CCc2nc3ncn(Cc4cccc(F)c4)c(=O)c3cc2C1 (stereo not given)	8.1%
Cc1cccc(-n2ncc3c(N4CCN(c5ccccc5)CC4)ncnc32)c1	-4.5%[15.4 µM]
CCc1ccc(N2CC(c3nnc(NC(=O)c4ccco4)s3)CC2=O)cc1 (stereo not given)	-14.9%
CC(C)c1nn2c(=O)cc(COC(=O)c3ccccc3NC(=O)c3cccs3)nc2s1	-2.4%
CS(=O)(=O)N1CCC[C@@]2(CCN(C(=O)Nc3cccc(F)c3)C2)C1	6.1%
O=C(c1ccncc1)N1CCC2(CCCN(c3ccc(-c4ccccc4)cc3)C2)CC1	0.9%
COc1ccc(NC(=O)c2oc3ccccc3c2NC(=O)c2cc(=O)c3c(C)cc(C)cc3o2)cc1	-8.9%
CC(C)N(Cc1ccccc1)c1ncnc2c1nnn2C	1.9%
CC(C)c1ccc(OCC(=O)N(Cc2ccc(N(C)C)cc2)C2CCS(=O)(=O)C2)cc1 (stereo not given)	0.0%
COc1cc(Cl)c(NC(=O)CN(C)S(=O)(=O)c2ccc3c(c2)CCCC(=O)N3)c(OC)c1	-1.8%
COC(=O)N1CCC2(CCCN(Cc3ccccc3)C2)CC1	-5.1%
COc1ccccc1N1CCN(c2ncnc3onc(C)c23)CC1	-1.2%
O=C(Cn1ncc2c3ccccc3n(Cc3ccc(Cl)cc3)c2c1=O)NCCCc1ccccc1	9.6%
COc1ccccc1CNC(=O)c1cc2cc3ccc(Cl)cc3nc2o1	-3.6%

Random excerpt: 7 records from the list
compound	Tb PYK inh
O=C(Cn1ncc2c3ccccc3n(Cc3ccc(Cl)cc3)c2c1=O)NCCCc1ccccc1	9.6%
Cc1oc(-c2ccc(Cl)cc2)nc1CN1CCCC(C(=O)NCc2ccccc2)C1 (stereo not given)	-3.0%
CS(=O)(=O)N1CCC[C@@]2(CCN(C(=O)Nc3cccc(F)c3)C2)C1	6.1%
O=C(Nc1nnc(SCc2cc(=O)n3cc(Cl)ccc3n2)s1)c1cccc(F)c1	-1.4%
COc1cc(Cl)c(NC(=O)CN(C)S(=O)(=O)c2ccc3c(c2)CCCC(=O)N3)c(OC)c1	-1.8%
COc1ccc(CCN2C(=O)c3[nH]nc(-c4ccccc4O)c3C2c2cccc(OC)c2)cc1 (stereo not given)	3.9%
COC(=O)N1CCC2(CCCN(Cc3ccccc3)C2)CC1	-5.1%

(list continues)
compound	Tb PYK inh
CCCOc1ccc(C(=O)Nc2cc(-c3nc4cc(C)cc(C)c4o3)ccc2C)cc1	-3.1%
Cc1cc(C)cc(-n2nnc(-c3nc(-c4ccc5c(c4)OCO5)no3)c2C)c1	1.5%
COc1ccc(CCC(=O)NC2CC(=O)N(c3ccc(F)cc3)C2)cc1 (stereo not given)	2.2%
c1ccc(-c2nc(SCc3nc4ccccc4[nH]3)c3oc4ccccc4c3n2)cc1	-5.7%
COc1ccc(-n2ccnc2SCC(=O)Nc2nnc(C)s2)cc1	8.4%
COc1ccc(Nc2oc(-c3ccc(COc4cccc(C)c4)o3)nc2C#N)cc1	-13.5%
O=C(N[C@H]1N=C(c2ccccc2F)c2cccc3c2N(CC3)C1=O)c1cc2ccccc2[nH]1	5.2%
Cc1ccc(NC(=O)c2c(C)oc3ccc(O)c(CN4CCOCC4)c23)c(C)c1	-4.7%
CCc1ccccc1NC(=O)c1nnn(-c2ccc(F)cc2)c1C	-2.4%
Cc1cccc(CN2CC=C(c3noc(CCC(=O)Nc4ccc(C)c(F)c4)n3)CC2)c1	-9.7%
CCc1ccc(S(=O)(=O)c2cn(CC(=O)Nc3cccc(C)c3)c3ccc(Cl)cc3c2=O)cc1	-4.1%
CCOc1cc(C2c3c(oc4ccccc4c3=O)C(=O)N2Cc2ccc(OC)cc2)ccc1O (stereo not given)	-3.3%
CC1=C(c2ccc(F)cc2)S(=O)(=O)N=C1N1CCC(C(=O)NCCc2ccccc2C)CC1	-7.2%
COc1cc(NC(=O)Nc2c[nH]c(=O)[nH]c2=O)cc(OC)c1OC	-7.9%
CN1c2cc(Cl)ccc2-c2nc(SCC(=O)Nc3ccc(F)cc3F)ncc2S1(=O)=O	-3.8%
CCc1nc2nc(C)c(NS(=O)(=O)c3ccc(C)cc3)c(=O)n2[nH]1	-0.5%
Cc1ccc(NC(=O)Cn2nnc3sc4c(c3c2=O)CCC(C)C4)cc1 (stereo not given)	4.2%
CCc1ccccc1N1C(=O)N(Cc2cc(=O)n3ccccc3n2)c2ccccc2S1(=O)=O	-1.6%
Cc1ccc(Cl)cc1-n1ncc2c(Nc3ccc4c(c3)OCCO4)ncnc21	-4.4%
Cc1ccccc1NC(=O)Cn1c(=O)n(CCCC(=O)NCc2ccc3c(c2)OCO3)c(=O)c2ccccc21	4.3%
Cc1cccc(OCC(=O)Nc2nonc2-c2ccc(Br)cc2)c1C	1.6%
COc1cccc(C(c2sc3nc(-c4ccco4)nn3c2O)N2CCOCC2)c1 (stereo not given)	-7.1%
CCc1ccc(NC(=O)c2ccc(F)c(S(=O)(=O)NCCc3ccc(OC)c(OC)c3)c2)cc1	7.9%
Cc1ccc(NC(=O)CSc2nnc(-c3cc4occc4n3C)n2-c2ccccc2C)c(Cl)c1	4.4%
Cc1nc(N2CCCC2)ncc1C(=O)Nc1ccc(F)cc1F	-3.4%

Additional compounds.
compound	Tb PYK inh
CCOc1ccc(N(CC)C(=O)C2CCN(S(=O)(=O)c3cccc4nonc34)CC2)cc1	2.7%
CCCNC(=O)Nc1cc(C(=O)NCc2cccc(OCC)c2)ccc1N1CCCC1	2.7%
Cc1ccccc1C(=O)N1CCC(c2nc(-c3ccc(S(=O)(=O)N4CCCC4)cc3)no2)CC1	5.0%
Cc1nc(N2CCOCC2)c2c(C(=O)N3CCN(c4cccc(C(F)(F)F)c4)CC3)c(C)oc2n1	-4.9%
COc1ccc(-c2cn3c(n2)sc2cc(C(=O)Nc4cc(OC)cc(OC)c4)ccc23)cc1	-5.2%
Cn1c(SCc2ccc(C(F)(F)F)cc2)nc2c([nH]c3ccccc32)c1=O	-3.2%
CC(C)CNC(=O)C1=CC(c2ccc3c(c2)OCO3)=NS(=O)(=O)N1C	1.7%
O=C(CSc1nc2nccnc2c(=O)n1CCc1c[nH]c2ccccc12)Nc1ccccc1F	-7.5%
Cc1cc(NC(=O)C(C)(C)C)cc(-c2nc3ncccc3o2)c1O	-0.5%
COCCNC(=O)CCCn1c(SCC(=O)Nc2ccc(F)cc2)nc2c(sc3ccccc32)c1=O	-1.6%
O=C(Cn1c(=O)ccc2cc(S(=O)(=O)N3CCCC3)ccc21)Nc1ccccc1	-5.6%
COc1cc(/C=C/c2nc(C#N)c(N3CCN(C)CC3)o2)cc(OC)c1OC	1.5%
CCOc1ccc(NC(=O)CCS(=O)(=O)c2ccc(Br)s2)cc1	-10.2%
Cc1oc2ncnc(N3CCCCC3)c2c1C(=O)N1CCN(c2cccc(Cl)c2)CC1	1.8%
CN(C)c1ccc(NC(=O)Cn2cc(S(=O)(=O)Cc3ccccc3Cl)c3ccccc32)cc1	-10.3%
COc1ccccc1N1CCN(S(=O)(=O)c2ccc(F)c(C(=O)Nc3ccc(Cl)cc3C(F)(F)F)c2)CC1	0.2%
CN(C)c1ccc(CNc2nc(-c3ccco3)nn2C(=O)c2cccc([N+](=O)[O-])c2)cc1	-16.4%
COc1ccc2nc(-c3ccc(F)cc3)sc2c1	-20.2%
CCOC(=O)Cn1c(=O)n(CC2CCCO2)c2nc(-c3ccc(C(C)C)cc3)nc(C(N)=O)c21 (stereo not given)	-4.6%
O=C(c1ccncc1)N1CCC2(CC1)CCN(c1ccncc1)CC2	0.0%
CCOC(=O)c1oc2c(c1C)-c1nn(Cc3cccc(Cl)c3)cc1CC2	14.0%
CC(C)NC(=O)N1CC[C@@]2(CCCN(C(=O)c3ccco3)C2)C1	-8.6%
CCOc1ccc(-c2c(C)nn3c(C)c(C(=O)NCCc4ccc(Cl)cc4)cnc23)cc1OCC	0.4%
CC(C)Cc1nn2c(=O)cc(COC(=O)c3ccc(NC(=O)C4CCCCC4)cc3)nc2s1	-4.4%
Cc1ccc(NS(=O)(=O)c2ccc(-c3cc(C)no3)cc2)c(Br)c1	1.5%

Later entries.
compound	Tb PYK inh
Cc1ccc(-c2nc3ccccc3[nH]2)cc1NC(=O)COc1ccccc1[N+](=O)[O-]	3.9%
Cc1ccc(-n2nc(-c3ccccc3)c3cnc4cc5c(cc4c32)OCO5)cc1C	4.2%
O=C(Nc1ccc(Br)c(Cl)c1)c1ccc(C(=O)Nc2ccc(Br)c(Cl)c2)cc1	-7.7%
Cc1cccc(CSc2nc3cc(C(=O)NC4CCCC4)ccc3c(=O)n2Cc2ccccc2)c1	-4.9%
Cc1ncc(CO)c2c1Oc1nc(-c3ccccc3)nc(SCC(=O)Nc3cccc(C(F)(F)F)c3)c1C2	1.5%
CCOC(=O)c1[nH]c(C)c(CCC(=O)Nc2ccccc2OCC)c1C	-7.9%
CCOC(=O)c1[nH]c2ccccc2c1NC(=O)c1ccccc1OCC	1.6%
COc1ccc(CNC(=O)CCn2c(=O)c3cccn3c3ccc(F)cc32)cc1OC	7.5%
CCCn1c(NCc2ccccc2F)nc2ccccc21	1.5%
CN(Cc1ccccc1)C(=O)CSc1nc2ccccc2n1Cc1ccccc1F	-5.9%
O=C(CSc1c2c(nc3cc(Cl)ccc13)CCCC2)NCc1ccccc1Cl	2.7%
COc1ccccc1Nc1cc(C(=O)NCCCN(C)c2ccccc2)c2ccccc2n1	1.8%
COc1ccc(-c2nnc(SCC(=O)Nc3ccc(C)c(C)c3)s2)cc1	0.9%
CC(=O)c1cccc(NC(=O)c2c(C)nn(-c3ccc(F)cc3)c2-n2cccc2)c1	-4.0%
CCC(C)Sc1oc(-c2ccco2)nc1S(=O)(=O)c1ccc(Cl)cc1 (stereo not given)	-5.8%
COc1ccc(CSc2nc3ncccc3[nH]2)cc1	-3.8%
O=C(Cn1cc(SCc2ccccc2)c2ccccc21)N1CCCCCC1	-10.6%
Cc1ccc(Cn2c(=O)n(CCCC(=O)NCc3ccccc3Cl)c(=O)c3ccccc32)cc1	5.1%
COc1ccccc1CNC(=O)c1cnc(N(C)C)nc1	-3.6%
COc1ccccc1C(=O)NCCn1cc(SCc2ccc(C)cc2)c2ccccc21	-8.2%
CCc1ccc(NC(=O)c2nc3nc(C)cc(C(F)F)n3n2)cc1	-3.6%
Cc1ccc(S(=O)(=O)N(CC(=O)NCCSc2ccc(Cl)cc2)c2cccc(Cl)c2)cc1	0.6%
Cc1ccc(OCC(=O)Nc2ccc(OCc3cc(=O)n4c(C)csc4n3)cc2)cc1C	2.6%
CCOc1cc(CNC(=O)c2ccccc2NC(=O)c2nsc3ccccc23)ccc1OC	3.5%
CCOc1ccc(CCNC(=O)C2=C(C)C(=O)OC23CCCCC3)cc1	-4.9%

(further entries)
compound	Tb PYK inh
Cc1cc(C)cc(OCC(=O)Nc2cccc(-c3nc4ccccc4[nH]3)c2)c1	-7.3%
Cc1ccc(NCc2nc3ccccc3n2CCOc2ccccc2C)cc1	0.2%
CC1=C(C(=O)Nc2cc(Cl)ccc2C)C(c2ccco2)n2ncnc2N1 (stereo not given)	5.2%
COc1cc(OC)c(NC(=O)CSC2=Nc3ccccc3N=C(c3ccc(F)cc3)C2)cc1Cl	-3.1%
Cc1ccc(C)c(N2CCN(CCCNC(=O)Cn3ncc4c5ccccc5n(C)c4c3=O)CC2)c1	-24.7%
Cc1ccc(C)c(N2CCN(C(=O)c3cc4c(=O)n(Cc5ccccc5)ccc4nc3C)CC2)c1	0.0%
COc1ccc(-c2noc(-c3ccc(N4CCC(C)CC4)c([N+](=O)[O-])c3)n2)cc1OC	0.0%
CCOC(=O)C1CCC(CN(Cc2c(Cl)cccc2Cl)S(=O)(=O)c2ccc(F)c(C)c2)CC1 (stereo not given)	5.6%
COc1ccc(CNC(=O)CCc2c(C)c3cc4c(C)coc4cc3oc2=O)cc1	-3.0%
CCCN(CCC)c1nn2c(=O)c(C(=O)NCc3cc(Br)ccc3OC)cnc2s1	-1.4%

Bioassay records from PubChem BioAssay.

An excerpt; rates above refer to the full screens.
